# Compound activity (PubChem)
# D1 potentiator = enhances dopamine response at the human D1 receptor | actives 0.036% (n = 360,000) | AID 504651 | potentiation, % at 10 µM | HEK293 TREx D1 cells, calcium flux, dopamine EC20 potentiation; in the data active means potentiation above about 30%; further: 0% is about no effect
# RXFP1 ag = RXFP1 (human) receptor agonism; Potency, µM (doses to about 57.5 µM), for the others: top-dose activation, usual class: activators; actives 0.3% (n = 370,000); Q9HBX9; HEK293T-RXFP1 cAMP TR-FRET, 30 min; response scale: percent of porcine relaxin response, buffer zero; AID 2676; further: potency means the concentration at half of the fitted maximal effect; on the % scale 0 is the no-effect control and ±100 the full control effect; nearly all actives have a fitted effect of over 60% in size; many of its hits are not listed in these tables
# Target sequence (Q9HBX9 whole entry, looked up): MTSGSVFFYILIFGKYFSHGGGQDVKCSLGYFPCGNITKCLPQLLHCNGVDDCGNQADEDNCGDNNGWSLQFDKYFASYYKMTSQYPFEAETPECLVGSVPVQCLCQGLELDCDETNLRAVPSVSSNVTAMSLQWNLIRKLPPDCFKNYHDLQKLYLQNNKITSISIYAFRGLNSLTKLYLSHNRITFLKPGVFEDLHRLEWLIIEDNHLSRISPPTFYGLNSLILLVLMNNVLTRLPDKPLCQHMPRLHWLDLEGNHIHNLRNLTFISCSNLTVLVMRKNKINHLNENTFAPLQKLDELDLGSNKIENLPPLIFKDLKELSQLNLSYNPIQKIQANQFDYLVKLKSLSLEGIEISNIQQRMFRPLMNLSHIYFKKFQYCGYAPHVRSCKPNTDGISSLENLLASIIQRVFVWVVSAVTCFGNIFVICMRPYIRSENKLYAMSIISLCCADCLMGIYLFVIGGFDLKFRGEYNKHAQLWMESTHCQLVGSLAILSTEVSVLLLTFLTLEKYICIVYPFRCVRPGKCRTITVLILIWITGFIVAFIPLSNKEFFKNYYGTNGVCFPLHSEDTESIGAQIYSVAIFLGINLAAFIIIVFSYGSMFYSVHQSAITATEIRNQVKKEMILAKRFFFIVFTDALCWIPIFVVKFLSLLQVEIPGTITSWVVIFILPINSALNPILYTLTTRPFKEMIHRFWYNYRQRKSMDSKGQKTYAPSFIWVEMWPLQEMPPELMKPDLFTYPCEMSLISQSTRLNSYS
#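 HEK293 cells stably expressing RXFP1, treated 30 min at 37C with compounds plus PDE4 inhibitor Ro 20174; cAMP measured by HTRF TR-FRET. Normalized to buffer and 29 nM porcine relaxin; EC50 by Hill fit.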
# TRHR PAM = allosterically enhances the human TRH receptor; TRHR cells, fluo-8 calcium fluorescence, EC20 TRH enhancement; enhancement, % at 2 µM; actives 0.66% (n = 360,000); AID 493056; in the data active means enhancement above about 30%; further: 0% is about no effect
#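 Enhancer read-out: after compound pinning and an initial kinetic agonist-mode read, an EC20 of TRH (10 nM final) was injected and fluo-8 calcium signal (Ex 480/Em 530) followed at 1 s/cycle for 100 cycles in TRHR-expressing cells.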
# D1 ag = activates the human D1 dopamine receptor | actives 1% (n = 360,000) | HEK293 T-REx D1 cells, calcium flux, agonist mode | activation, % at 2 µM | P21728; in the data active means activation above about 30%; further: 0% is about no effect
#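 Tetracycline-induced HEK293 TREx D1 cells, force-coupled to calcium signalling, were dye-loaded with a no-wash calcium kit. Compound was pin-added after a 10 s baseline. Fluorescence was read kinetically at 1 cycle/s for 180 s, with calcium rises flagged as agonism.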
# TRHR ag = agonists of human TRH receptor | TRHR cells, calcium flux fluo-8, FDSS agonist mode | activation, % at 2 µM | actives 0.18% (n = 360,000); in the data active means activation above about 30%; further: 0% is about no effect
#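 Read-out: compound-evoked intracellular calcium rise in TRHR cells, fluo-8 dye, kinetic FDSS fluorescence at 1 s/cycle following a 10-cycle baseline. Cells cultured overnight before dye loading (30 min–1.5 h, RT).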
# D1 antag = blocks dopamine activation of the human D1 receptor; P21728; HEK293 TREx D1 cells, calcium flux, dopamine EC80; hits give low values; activity change, negative = inhibition, % at 10 µM; actives 3.2% (n = 360,000); AID 504652; in the data active means activity change below about -30%; further: on the % scale 0 is the no-effect control and ±100 the full control effect
#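 Tetracycline-induced HEK293 T-REx cells with force-coupled D1 receptor were loaded with a no-wash calcium dye. Compound was added after a 10 s baseline and read kinetically for 180 s; EC80 dopamine was then added and calcium flux followed another 180 s.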
# D2 PAM = D2 dopamine receptor (human) potentiation | P14416 | actives 0.34% (n = 340,000) | potentiation, % at 10 µM | HEK293 T-REx D2, calcium flux, EC20 dopamine potentiation | AID 485347;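 active means potentiation over 3 SD above the plate norm, cut at about 30% in these data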; further: 0% is about no effect
#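 Potentiation of an EC20 dopamine calcium response is measured in a force-coupled, tetracycline-inducible Hek293 Trex D2 line. Compound-only kinetic reads over 180 s flag agonists before dopamine addition.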
# Anesthetic bind = binds horse apoferritin like a general anesthetic | P02791 | apoferritin/1-aminoanthracene competitive binding, fluorescence | Potency, µM (series often up to 77.5 µM), without a hit: top-dose activity change, negative = displacement, hits mostly inhibitors | actives 0.074% (n = 350,000) | AID 485281; further: potency means the concentration at half of the fitted maximal effect; on the % scale 0 is the no-effect control and ±100 the full control effect; nearly all actives have a fitted effect of over 20% in size
# Target sequence (P02791 2-175 limits assumed): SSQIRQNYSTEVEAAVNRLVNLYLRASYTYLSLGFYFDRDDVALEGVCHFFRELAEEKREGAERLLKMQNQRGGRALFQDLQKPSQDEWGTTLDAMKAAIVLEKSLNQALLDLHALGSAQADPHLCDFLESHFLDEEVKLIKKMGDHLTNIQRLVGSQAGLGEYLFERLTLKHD
#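 Horse-spleen apoferritin (10 uM) in 50% saturated 1-aminoanthracene in PBS was incubated 10 min at room temperature with compound. Fluorescence (ex 380, em 535 nm) was normalized to free and bound 1-AMA, with concentration-response fitted by a four-parameter Hill equation.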
# RXFP1 antagonist = RXFP1 (human) relaxin receptor antagonism; HEK293-RXFP1, relaxin-stimulated cAMP HTRF, 30 min; hits give low values; AID 1259400; activity change, negative = inhibition, % at 57.5 µM; Q9HBX9; actives 0.59% (n = 350,000);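 active means activity change of -60% or lower, but not beyond a set lower limit; inconclusive means change between -60% and -40%, or beyond the set limit; inactive means change above -40%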; further: on the % scale 0 is the no-effect control and ±100 the full control effect
# The depositor's hits bear a star; ? = inconclusive; nt = no result given; & = joins results of further samples; ! = not confirmed by another sample. Unless noted, the call rests on the fitted dose curve; in most records, active means well fitted curve in the direction sought with a large enough effect; inconclusive means small, poorly fitted or top-dose-only effect, or another doubt; inactive means no such curve, though single readings can be large; an effect the other way counts as inactive or inconclusive. Only part of the results is shown; rates above refer to the full screens.
SMILES	RXFP1 antagonist	D1 potentiator	TRHR PAM	D2 PAM	D1 ag	D1 antag	TRHR ag	Anesthetic bind	RXFP1 ag
O=C(Nc1ccc2c(c1)OCO2)N1CCN(C(=O)C2CCCO2)CC1 (stereo not given)	-3	10	9	-2	1	-19	0.6	0%	2.5%
CCCC(=O)O/N=C(\c1ccccc1)c1ccncc1	8	-2	11	10	2	-5	0.0	-11%	-0.7%
CCNC(=S)Nc1cc(Cl)ccc1Oc1ccccc1	-4	-4	7	3	3	-7	0.1	-1%	1.8%
COc1ccc(NC(=O)Nc2cnccn2)cc1OC	7	2	-3	10	1	5	0.1	-1%	1.7%
COc1ccc(/C=C/C(=O)NC2CCS(=O)(=O)C2)cc1 (stereo not given)	-6	-2	-4	-2	1	-6	0.4	nt	-0.4%
CCOC(=O)Cn1c(=O)oc2ccc(C)cc21	-12	9	-5	-2	3	13	-0.2	0%	4.1%
Cc1cc2c(=O)[nH]cnc2s1	13	-5	-8	-2	1	5	0.4	-10%	2.3%
CCOC(=O)c1c(/N=C/c2cccc(C)c2O)sc2c1CCN(C)C2	-2	-5	-8	-9	4	-2	0.0	-1%	-0.1%
O=C(Nc1cccc(CNCCc2c[nH]c3ccccc23)c1)c1ccccc1Cl	-3	-7	0	-34	32*	-41*	1.3	9%	-2.7%
O=C(c1ccccc1)c1cc([N+](=O)[O-])ccc1N1CCOCC1	9	-2	-3	2	-1	-1	-0.5	-8%	3.6%
CCOc1ccc(NC(=O)c2cccc(-n3cccc3)c2)cc1S(=O)(=O)N1CCOCC1	nt	-6	8	5	3	-21	-0.5	nt	0.2%
Cc1cc(S(=O)(=O)Nc2cc3c(cc2N2CCOCC2)n(C)c(=O)c(=O)n3C)ccc1F	nt	-4	6	13	2	-4	0.2	-11%	8.8%
Cc1ccc(-n2c(SCC(=O)Nc3ccc4c(c3)OCO4)nnc2-c2ccoc2C)cc1	-4	-1	6	-12	1	6	0.0	-11%	-0.5%
NC(=NC(=O)c1ccccc1)N1CCN(C(c2ccccc2)c2ccccc2)CC1	-25	5	7	10	10	33	0.8	-13%	0.0%
COc1ccc(Cl)cc1NC(=O)COC(=O)Cc1cccs1	10	-9	-3	nt	2	1	-0.2	nt	-0.1%

# In a second layout: twelve of the compounds above.
# Screens in order: RXFP1 antagonist, D1 potentiator, TRHR PAM, D2 PAM, D1 ag, D1 antag, TRHR ag, Anesthetic bind, RXFP1 ag
> COc1ccc(NC(=O)Nc2cnccn2)cc1OC
 : 7, 2, -3, 10, 1, 5, 0.1, -1%, 1.7%
> COc1ccc(/C=C/C(=O)NC2CCS(=O)(=O)C2)cc1 (stereo not given)
 : -6, -2, -4, -2, 1, -6, 0.4, nt, -0.4%
> CCOC(=O)Cn1c(=O)oc2ccc(C)cc21
 : -12, 9, -5, -2, 3, 13, -0.2, 0%, 4.1%
> Cc1cc2c(=O)[nH]cnc2s1
 : 13, -5, -8, -2, 1, 5, 0.4, -10%, 2.3%
> CCOC(=O)c1c(/N=C/c2cccc(C)c2O)sc2c1CCN(C)C2
 : -2, -5, -8, -9, 4, -2, 0.0, -1%, -0.1%
> O=C(Nc1cccc(CNCCc2c[nH]c3ccccc23)c1)c1ccccc1Cl
 : -3, -7, 0, -34, 32*, -41*, 1.3, 9%, -2.7%
> O=C(c1ccccc1)c1cc([N+](=O)[O-])ccc1N1CCOCC1
 : 9, -2, -3, 2, -1, -1, -0.5, -8%, 3.6%
> CCOc1ccc(NC(=O)c2cccc(-n3cccc3)c2)cc1S(=O)(=O)N1CCOCC1
 : nt, -6, 8, 5, 3, -21, -0.5, nt, 0.2%
> Cc1cc(S(=O)(=O)Nc2cc3c(cc2N2CCOCC2)n(C)c(=O)c(=O)n3C)ccc1F
 : nt, -4, 6, 13, 2, -4, 0.2, -11%, 8.8%
> Cc1ccc(-n2c(SCC(=O)Nc3ccc4c(c3)OCO4)nnc2-c2ccoc2C)cc1
 : -4, -1, 6, -12, 1, 6, 0.0, -11%, -0.5%
> NC(=NC(=O)c1ccccc1)N1CCN(C(c2ccccc2)c2ccccc2)CC1
 : -25, 5, 7, 10, 10, 33, 0.8, -13%, 0.0%
> COc1ccc(Cl)cc1NC(=O)COC(=O)Cc1cccs1
 : 10, -9, -3, nt, 2, 1, -0.2, nt, -0.1%

# (listing goes on)
SMILES	RXFP1 antagonist	D1 potentiator	TRHR PAM	D2 PAM	D1 ag	D1 antag	TRHR ag	Anesthetic bind	RXFP1 ag
CCn1c(CNS(=O)(=O)c2ccc(Cl)cc2)n[nH]c1=S	1	1	-1	8	3	-20	0.2	-4%	3.5%
CC1=C(C(=O)OC(C)C)C(c2cccs2)NC(=O)N1 (stereo not given)	14	2	1	3	0	-1	-0.5	-14%	0.3%
CCn1c(CSc2nnc(-c3ccncc3)n2CCOC)nc2cc(C(=O)O)ccc21	-20	1	-3	26	-3	-1	0.1	-1%	1.6%
COc1ccc(OC)c(C2C(C(N)=O)=C(C)Nc3nc(-c4cccc(Cl)c4)nn32)c1 (stereo not given)	7&-5	-2	7	4	3	-18	-0.6	-18%	4.4%
Cc1cc(F)ccc1NC(=O)C1CSC2(C)CCC(=O)N12 (stereo not given)	-16	-1	2	14	1	16	0.1	nt	1.5%
C=CC(=O)NCC1OCCc2ccccc21 (stereo not given)	1	1	2	-1	1	4	0.3	-7%	1.6%
CCN(C(=O)CCN1C(=O)c2ccccc2C1=O)C1CCCCC1	16	-4	10	11	6	-1	-0.5	-23%	2.6%
Cc1ccsc1C(=O)OCC(=O)N1CCc2ccccc2C1	-7	-1	-12	5	7	7	-0.3	?	-1.0%
O=C(Nc1ncccc1O)c1ccc2ccccc2c1	-2	-16	-2	-1	10	-4	3.4	-2%	-0.6%
O=C1NC2(CCOc3ccccc32)C(=O)N1CC(=O)N(Cc1ccccc1)C1CCS(=O)(=O)C1 (stereo not given)	4	-5	4	24	3	11	0.3	-18%	-0.6%
NNC(=O)c1ccc(COc2ccc3c(c2)CCC3)o1	-9	-5	3	19	4	-4	-0.1	?	2.2%
Cc1ccc(OCC(=O)N2CCOCC2)c([N+](=O)[O-])n1	-1	-4	1	-4	1	-24	0.4	1%	4.6%
COCCn1c(SCC(=O)c2[nH]c(C)c(C(C)=O)c2C)nc2ccccc2c1=O	-2	-8	2	1	1	-2	0.4	-1%	0.0%
COc1ccc(C)cc1S(=O)(=O)Nc1cc2c3c(c1)CC(=O)N3CCC2	4	-2	-6	-6	0	-14	0.0	nt	3.9%
CNC(=O)c1[nH]cnc1C(=O)NCC(=O)OC(C)(C)C	nt	-8	8	-12	1	3	-0.1	?	0.0%
CC(C)[C@@]1(c2ccc(Cl)cc2)ON(c2ccccc2C(F)(F)F)C1=O	nt	0	-3	-4	3	nt	0.2	nt	2.1%
CCOc1cc(C(=O)OCc2cc(=O)n3c(C)csc3n2)cc(OCC)c1OCC	nt	-3	9	nt	1	3	0.4	-9%	3.0%
COc1ccc(NC(=O)C2C3C=CC4(O3)C2C(=O)N(CCN2CCCCC2)C4C(=O)NC2CCCC(C)C2C)cc1 (stereo not given)	14	7	2	29	-2	15	-0.8	1%	-1.2%
COCCNCC(O)CON=C1c2ccccc2-c2ccccc21 (stereo not given)	2	-3	-1	-8	7	3	0.4	-12%	-0.6%
O=c1c2cc3c(cc2n(Cc2ccc(F)cc2)c(=O)n1Cc1nc(-c2ccccc2)no1)OCO3	8	-2	1	3	2	-8	-0.2	-7%	1.6%
CCCCC(=O)c1c(C)cc(C)[nH]c1=O	5	-3	-3	5	1	-10	1.0	-8%	0.3%
COc1ccc(NC(=O)Nc2cccc(C)n2)c(OC)c1	-2	-4&-3	33*!	6&-1	1&25	-16&1	-0.5&-0.9	-5%&3%	1.6%&-0.6%
CN(C)C(CNC(=O)/C=C/c1cccc(Cl)c1)c1ccccc1 (stereo not given)	-31	-1	-6	-27	12	-1	0.1	-18%	0.1%
COc1ccc(CNC(=O)c2cccc(NC3=NC4CS(=O)(=O)CC4S3)c2)cc1 (stereo not given)	4	-4	-4	11	2	-11	0.5	-14%	1.8%
O=C(Nc1ccccc1C(=O)N1CCOCC1)c1cccc(S(=O)(=O)N2CCCC2)c1	nt	-3	-5	-4	0	7	1.2	3%	-0.7%
O=C(CCC(=O)N1CCOc2ccc(Cl)cc21)NCCCN1CCN(Cc2ccccc2)CC1	-3	-19	-1	-15	3	-16	0.0	-15%	2.4%
Cc1cc(NC(=O)c2cccc(N3C(=O)CCC3=O)c2)no1	11	15	2	10	3	21	0.1	-7%	0.0%
COC(=O)c1ccc(S(=O)(=O)N(Cc2ccccc2)Cc2ccccc2)n1C	0	-4	5	12	11	-40*	-0.5	-7%	1.3%
CCOc1cc(S(=O)(=O)NCCc2ccc(OC)c(OC)c2)c(OCC)cc1-n1cnnn1	-11	-3	3	-17	1	22	0.1	-9%	-1.3%
COc1ccc(NC(=O)Nc2ccc3nc(C)c(C)nc3c2)cc1	-18	-6	-1	-5	2	-16	0.5	4%	1.1%
CC(C)c1cccc(C(C)C)c1NC(=O)CNCc1ccccc1F	2	3	-1	2	2	-3	0.2	-7%	-0.1%
O=C1N/C(=C/c2ccc(N3CCCC3)cc2)C(=O)N1c1ccccc1	-19	-1	6	3	20	-4	2.5	-3%	3.8%
O=C(NC(=S)NNC(=O)c1ccccc1[N+](=O)[O-])c1ccccc1	-15	4	-4	-6	1	6	0.3	-8%	-2.6%
CCOC(=O)c1ccccc1NC(=O)CSc1ccc(-c2cccs2)nn1	-12	-1	-3	-4	5	6	0.6	-2%	21%
Cc1nc(N2CCOCC2)[nH]c(=O)c1C(O)C(Cl)(Cl)Cl (stereo not given)	2	-8	8	-4	2	-3	0.6	-11%	0.2%
CCc1ccc(C(=O)N/N=C/c2ccncc2)s1	3	-1	-2	0	0	-6	0.2	-7%	-2.2%
COc1ccc2c(c1)c1ncn(CCCN3CCOCC3)c(=O)c1n2C	4	-3	0	-8	-2	nt	2.5	-5%	2.3%
